S1P3 antag – S1P3 receptor antagonists, primary screen, cell-based | Sphingosine 1-phosphate receptor 3 (Homo sapiens), Q99500 | CHO S1P3 NFAT-BLA reporter, FRET fluorescence, antagonist mode | inhibition, % at 4.98 µM | 170,000 compounds, 0.27% hits | AID 485, 2006;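 active = inhibition above the plate cutoff, the mean inhibition of test wells on that plate plus 3 SD, cut at about 28% in these data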;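 note: cells challenged with S1P at its EC80 of 0.8 µM; blue over green emission ratio from cleaved BLA substrate after 4 h stimulation; 0% = S1P-stimulated wells and 100% = unstimulated DMSO-only wells; some compounds past the cut are filed as inactive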
Target sequence (Q99500 whole entry, looked up): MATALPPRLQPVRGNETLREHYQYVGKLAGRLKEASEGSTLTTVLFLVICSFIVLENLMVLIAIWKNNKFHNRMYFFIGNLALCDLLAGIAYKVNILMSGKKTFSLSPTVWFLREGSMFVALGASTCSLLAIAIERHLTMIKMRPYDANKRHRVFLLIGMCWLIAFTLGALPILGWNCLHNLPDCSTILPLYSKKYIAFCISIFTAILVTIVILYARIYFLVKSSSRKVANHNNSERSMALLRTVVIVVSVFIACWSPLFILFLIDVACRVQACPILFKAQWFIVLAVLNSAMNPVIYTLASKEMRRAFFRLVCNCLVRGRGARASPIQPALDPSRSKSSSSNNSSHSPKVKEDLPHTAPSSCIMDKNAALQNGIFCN
TLR4-MyD88 BLA – inhibitors of TLR4-MyD88 association in cells, primary screen, cell-based, HeLa CL3-4, BLA complementation, FRET ratio; Toll-like receptor 4 (Homo sapiens) + Myeloid differentiation primary response protein …; inhibition, % at 8.4 µM; 200,000 compounds, 0.18% hits; HeLa CL3-4 TLR4/MyD88 BLA complementation; AID 861, 2007; in the data active = inhibition above about 25%;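 note: 0% = vehicle and 100% = reference inhibitor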
SRC2 TRFRET art – TR-FRET signal artefacts, primary screen, artefact control for PPARgamma SRC-2 agonist project, biochemical; TR-FRET artefact counter-screen; active compounds read high; TR-FRET ratio at 8 µM; 200,000 compounds, 0.4% hits; AID 1049, 2008; in the data active = TR-FRET ratio above about 2000; note: inactives centre near 1500
ROMK primary – ROMK potassium channel modulators, primary screen, cell-based, thallium flux, MLSMR library; B-score at 10 µM; 130,000 compounds, 2% hits; Tet-inducible ROMK, thallium flux fluorescence; actives lie on both sides;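 active = signal ratio slope over the read window, or its plate-corrected B-score, at least 3 SD from the plate mean, either direction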;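 note: B-score of the F/F0 ratio slope over 7 to 12 s after thallium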
bIAP act – bovine intestinal alkaline phosphatase activators, primary screen, biochemical, bovine IAP, CDP-star luminescence; alkaline phosphatase, intestinal [Bos taurus]; purified bovine IAP, 30 min; active compounds read high; fold of DMSO-control signal, blank-subtracted; activation factor at 20 µM; 200,000 compounds, 0.17% hits; AID 1016, 2008;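 active = activation factor of 2 or more at 20 µM, a signal rise over negative controls twice the positive control's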
bIAP inhibitor – bovine intestinal alkaline phosphatase inhibitors, primary screen, selectivity assay for TNAP inhibitor project, biochemical, bovine IAP, CDP-star luminescence; inhibition, % at 20 µM; alkaline phosphatase, intestinal [Bos taurus]; purified bovine IAP, 30 min; 190,000 tested, under 10 active;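 active = over 50% inhibition of intestinal alkaline phosphatase at 20 µM in the single-dose screen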
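Assay system – bovine IAP enzyme · Quantity – bovine IAP at 1/65,000,000 final dilution · Detection – CDP-star luminescence signal · Times – 30 min reaction at room temperature · Also added – CDP-star substrate at 30 µM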
Redox H2O2 prof – compounds producing H2O2 with reducing agent – biochemical, NIH compound library profiling, artefact control for MLSCN library redox annotation, primary screen; DTT-dependent redox cycling H2O2, phenol red/HRP absorbance; 100% = 100 µM peroxide control, 0% = buffer; activation, % at 10 µM; 200,000 compounds, 0.03% hits; AID 878, 2007;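 active = activation of at least 50% relative to the plate's high and low controls in the primary single-dose screen; inactive = activation below 50%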;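 note: compound incubated with DTT at 0.8 mM final as the reducing agent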
PPARg SRC-3 ag – PPARgamma agonists recruiting SRC-3 coactivator, primary screen, biochemical | activation, % at 8 µM | Peroxisome proliferator-activated receptor gamma (Homo sapiens), P37231 | AID 731, 2007 | 200,000 compounds, 0.26% hits | biochemical PPARgamma/SRC-3 coactivator recruitment assay; in the data active = activation above about 23%;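 note: 0% = DMSO and 100% = reference agonist; some compounds past the cut are filed as inactive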
Target sequence (P37231 whole entry, looked up): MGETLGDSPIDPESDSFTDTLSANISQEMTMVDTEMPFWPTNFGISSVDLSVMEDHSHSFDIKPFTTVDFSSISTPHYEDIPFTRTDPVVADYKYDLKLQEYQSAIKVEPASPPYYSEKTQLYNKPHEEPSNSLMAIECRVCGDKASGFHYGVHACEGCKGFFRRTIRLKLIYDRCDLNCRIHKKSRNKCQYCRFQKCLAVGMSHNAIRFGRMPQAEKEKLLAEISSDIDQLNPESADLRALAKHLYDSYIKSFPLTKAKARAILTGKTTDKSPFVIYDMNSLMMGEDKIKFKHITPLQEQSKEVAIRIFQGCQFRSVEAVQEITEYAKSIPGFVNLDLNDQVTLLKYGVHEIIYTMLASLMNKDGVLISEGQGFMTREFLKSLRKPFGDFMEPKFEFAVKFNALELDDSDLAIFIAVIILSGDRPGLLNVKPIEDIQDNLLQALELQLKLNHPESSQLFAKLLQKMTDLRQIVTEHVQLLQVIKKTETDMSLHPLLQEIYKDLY
PPARg SRC2 recr – agonists of PPARg-SRC-2 recruitment, primary screen, biochemical, HTS | activation, % at 8 µM | Peroxisome proliferator-activated receptor gamma (Homo sapiens), P37231 | 200,000 compounds, 0.34% hits | AID 1032, 2008 | PPARgamma LBD-SRC-2 recruitment; in the data active = activation above about 22%;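 note: 0% = vehicle and 100% = reference agonist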
PPARg SRC-1 ag – PPARgamma agonists recruiting SRC-1 coactivator, primary screen, biochemical. Peroxisome proliferator-activated receptor gamma (Homo sapiens), P37231. PPARgamma-SRC-1 coactivator recruitment biochemical assay. activation, % at 8 µM. 200,000 compounds, 0.41% hits. AID 631, 2007; in the data active = activation above about 19%;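 note: 0% = DMSO and 100% = reference agonist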
L major viab – Leishmania major promastigote growth inhibition, primary screen. Leishmania major promastigotes, resazurin fluorescence viability. inhibition, % at 10 µM. 200,000 compounds, 9% hits. AID 1063, 2008; in the data active = inhibition above about 50%;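 note: promastigotes grown with compound for 44 hours at 28 °C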
Starred values were filed as active, the others as inactive; x = not tested or not shown.

Results follow in this order: S1P3 antag	TLR4-MyD88 BLA	SRC2 TRFRET art	ROMK primary	bIAP act	bIAP inhibitor	Redox H2O2 prof	PPARg SRC-3 ag	PPARg SRC2 recr	PPARg SRC-1 ag	L major viab
- CCOC(=O)C1(C)/C(=N/Nc2ccc(Cl)cc2)C(=O)C(=O)N1c1ccccc1 (stereo not given)
  x	-7	1294	x	0.9	12	-0.7	-3	2	6	0
- COc1ccccc1C1CC(c2cccs2)=Nc2ccccc2S1 (stereo not given)
  x	5	1756	-0.15	0.7	32	0.4	14	13	1	5
- c1ccc(CCn2cnc3ccccc32)cc1
  12	-17	1293	x	1	-2	-0.4	-3	-6	4	5
- CCOc1cc(/C=C2\C(=O)ON=C2C)ccc1OCc1ccccc1
  -9	-2	1551	x	0.8	17	0.3	1	0	-6	38
- O=C(NNS(=O)(=O)c1ccccc1[N+](=O)[O-])c1ccccc1Cl
  -7	2	1631	-0.18	1	1	-0.9	0	9	8	-14
- COc1cccc(/C=N\NC(=O)Cn2nnc3ccccc32)c1O
  -1	11	1516	0.44	1.1	-14	0.2	4	5	12	4
- O=C1OC(c2ccc3c(c2)OCO3)N(C(=O)c2ccc(Cl)c(Cl)c2)c2ccccc21 (stereo not given)
  x	-5	1474	0.53*	0.9	8	0.4	-11	3	-5	17
- O=c1cc(CSc2nnc3ccccn23)c2c(ccc3ccccc32)o1
  -10	6	1499	-0.16	0.7	30	-0.8	5	8	1	3
- Cc1ccc(/C=C(\NC(=O)c2ccccc2)C(=O)NCC2CCCO2)o1 (stereo not given)
  -18	-5	1628	-0.51	1.1	-6	0.0	1	1	1	10
- Cc1[nH]c(=O)[nH]c(=O)c1NC(=O)CSc1ncccc1-c1nc2ccccc2[nH]1
  -8	0	1293	x	0.9	8	3.3	-4	-1	-2	-4
- Cc1ccc(Cl)cc1N1CCN(C(=O)C2CCN(c3nnc(-n4cccc4)s3)CC2)CC1
  2	-2	1455	x	1.1	-6	0.6	1	-4	6	0
- O=C(Cn1c(-c2ccccc2)c[n+]2ccsc12)c1ccccc1
  -18	-5	1475	-0.2	1	-2	-1.1	0	1	2	-6
- Cc1ccc(-c2nc(N)n(C(=O)c3cccs3)n2)cc1
  -4	-10	1680	-0.75	0.9	10	-0.4	-2	-1	-1	0
- CCc1nnc(NS(=O)(=O)c2ccc(NC(=S)NC(=O)c3ccccc3)cc2)s1
  -8	-36	1392	0.08	1	0	-0.1	0	-3	4	-9
- CCCn1c(SCC(=O)NCc2ccccc2)n[nH]c1=O
  -20	-13	1493	0.93	1.1	-7	0.3	1	5	7	-7
- FC(F)(F)c1cc(C(F)(F)F)c2ccc(N/N=C/c3cccc(Cl)c3)nc2n1
  x	-4	1433	x	0.9	7	4.4	-4	5	5	-5
- Cc1ccc(-c2noc(CCC(=O)N3CCN(c4cccc(C(F)(F)F)c4)CC3)n2)cc1
  9	3	1665	x	0.9	10	-2.2	1	8	0	-6
- c1ccc(CNc2ncnc3ccccc23)cc1
  22	-1	1733	-1.7	1	-1	0.0	-1	-6	-2	32
- CCN(CC)c1ccc(NC(=O)CN2C(=O)CSc3ncccc32)c(C)c1
  -24	3	1741	x	0.9	11	-1.7	8	6	4	-6
- C/C(CC(=O)Nc1ccc(N(C)C)cc1)=N\NC(=O)Cc1csc(N)n1
  -7	-8	1572	-0.3	1	2	-0.2	1	-2	-1	75*
- O=C(NC1CCCC1)C(c1cccnc1)N(C(=O)c1csnn1)C1CC1 (stereo not given)
  -12	2	1467	1.2	1	0	2.6	-5	-6	5	-6
- COc1ccc(S(=O)(=O)N2CC(O)CC2C(=O)OCc2nc3sc(C)c(C)c3c(=O)[nH]2)cc1 (stereo not given)
  6	10	1462	-1.3	1.3	-26	-0.2	2	-10	-5	-7
- Cc1nn(-c2ccccn2)c(C)c1Oc1ccccc1O
  17	2	1383	x	1	-5	1.2	1	-7	1	4
- Clc1ccc(COn2c(-c3ccc(Cl)cc3Cl)nc3ncccc32)cc1
  x	-8	1579	0.22	1	3	0.5	12	13	8	44
- c1ccc(-c2nccc(-c3ccc(-n4cnc5ccccc54)cc3)n2)cc1
  x	3	1708	-0.58	0.7	28	0.2	-1	15	3	-2
- CN1CCC(N(C)C(=S)NCCc2ccccc2)CC1
  -11	1	1545	-0.058	1.2	-19	-0.3	1	10	7	-3
- Cc1cc(C)c(S(=O)(=O)c2ccccc2C)c(N(C)C)n1
  x	5	1583	x	1.1	-10	1.6	10	0	3	-1
- O=[N+]([O-])c1cccc(/C=C/c2nc(C=Nc3ccccc3)c(O)o2)c1
  x	-4	1802	-0.5	0.8	22	0.3	6	5	1	-3
- CCS(=O)(=O)N1CCc2cc(OC)c(OC)cc2C1
  -44	9	1345	x	0.9	6	0.0	11	7	2	-5
- CCSc1nc(-c2ccccc2)nc2c1CCCC2
  12	-8	1505	0.17	0.9	8	-2.1	-3	1	-6	4
- Cc1c(Cl)cnc(NC(=O)COC(=O)c2cc3c(s2)CCC(C)C3)c1Cl (stereo not given)
  -3	1	1449	x	1	2	0.1	3	-4	8	-3
- Cc1nn(-c2ccccc2)c(Cl)c1/C=C/C(=O)c1ccc(O)cc1
  -1	7	1602	x	1.1	-8	0.4	2	9	0	44
- CCOC(=O)C1(CCOc2ccccc2)CCN(CCCn2cccn2)CC1
  0	-3	1593	x	1.1	-7	-1.4	4	3	10	79*
- CCc1nc2ccc(C(=O)NCc3ccco3)cc2nc1CC
  4	-2	1866	-0.57	1	1	1.7	19	-7	12	8
- CCOC(=O)c1sc(-c2ccc(C)cc2)c(C#N)c1C
  -9	8	1794	-0.12	1	-2	-0.2	6	8	-1	-7
- O=C(O)C1C2C=CC(O2)C1C(=O)NCc1ccc(Cl)cc1 (stereo not given)
  0	1	1466	x	0.9	11	-0.2	3	-1	1	-1
- Cc1nc2ccccn2c1C(=O)/C=C/c1cccc([N+](=O)[O-])c1
  -21	-4	1562	0.94	1	3	-2.0	-6	-7	-4	98*
- COc1ccc(-c2nnc3ccc(SCC(=O)N4CCCC4)nn23)cc1
  -1	-4	1496	x	0.9	6	0.5	-8	-5	0	11
- Cc1ccc(CNC(=O)CCNS(=O)(=O)c2cccc3nonc23)cc1
  x	-12	1424	0.94	0.9	11	0.3	-8	0	0	-5
- Cc1cc(=O)[nH]c(N/N=C/c2ccc(N(C)C)cc2)n1
  3	-2	1613	0.27	1	3	5.8	17	13	20	-7
- CCOc1cc(NC(=O)c2ccccn2)c(OCC)cc1NC(=O)c1ccc(C)cc1
  -11	-25	1497	0.79	1	-3	0.5	-5	-4	-10	8
- O=C1C2CC=CCC2C(=O)N1Cc1ccccc1 (stereo not given)
  x	0	1313	-0.2	1.6	-61	0.7	0	-4	-5	0
- O=C(Nc1ccccc1-c1ccccc1)c1ccc(Cl)c([N+](=O)[O-])c1
  4	1	1810	0.39	1	3	-0.5	2	7	16	14
- COn1c2c(c3c4nonc4ccc31)CCCC2
  x	-1	1554	x	0.8	19	-2.0	7	1	5	0
- Cc1ccc(NC(=O)c2cccs2)cc1S(=O)(=O)Nc1cccc(Cl)c1
  -11	2	1750	x	1	3	0.5	3	5	7	51*

The closing 2 compounds of the part above come first, to join the parts:
Results follow in this order: S1P3 antag	TLR4-MyD88 BLA	SRC2 TRFRET art	ROMK primary	bIAP act	bIAP inhibitor	Redox H2O2 prof	PPARg SRC-3 ag	PPARg SRC2 recr	PPARg SRC-1 ag	L major viab
- COn1c2c(c3c4nonc4ccc31)CCCC2
  x	-1	1554	x	0.8	19	-2.0	7	1	5	0
- Cc1ccc(NC(=O)c2cccs2)cc1S(=O)(=O)Nc1cccc(Cl)c1
  -11	2	1750	x	1	3	0.5	3	5	7	51*
- COc1ccc(-c2cc(C(=O)c3c(N)n(C)c(=O)n(C)c3=O)c3ccccc3n2)cc1OC
  -10	2	1700	0.049	1.1	-6	-2.0	3	9	-4	-2
- Cc1cc(C)c(CN2CCCC(CNC(=O)c3ccc(F)cc3)C2)c(-n2cccn2)c1 (stereo not given)
  -13	-10	1494	-0.26	1.1	-14	-1.4	0	1	18	14
- O=C(Nc1nnc(SCC(=O)N2CCCc3ccccc32)s1)c1ccc2ccccc2c1
  13	-7	1566	-0.11	0.8	17	-0.2	1	6	2	0
- O=C(O)CSc1nnc(-c2ccncc2)n1CCc1ccccc1
  x	-1	1658	1.2	0.9	9	0.1	8	6	5	0
- CCN(CC)C(=O)CSc1nc2[nH]ncc2c(=O)[nH]1
  -14	-3	1416	-0.023	1	1	-0.2	-3	-3	0	-8
- c1ccc2c(c1)oc1c(NCC3CCCO3)ncnc12 (stereo not given)
  x	-6	1628	x	1	4	6.5	-6	6	-7	1
- CC1C/C(=N\NC(=O)c2ccc(NS(=O)(=O)c3ccc(Br)cc3)cc2)CC(C)(C)C1 (stereo not given)
  -5	8	1620	-0.87	1	0	-0.2	2	5	-4	-7
- O=c1nc(N/N=C/c2ccccn2)cn[nH]1
  12	-1	1594	x	1.5	-50	-0.1	3	-1	3	98*
- COc1ccc(/C=N\n2nnc3ccccc32)cc1
  -2	-2	1613	-0.73	0.9	9	-0.1	-3	-5	4	-6

Exported in CSV form: part of the list above
SMILES,S1P3 antag,TLR4-MyD88 BLA,SRC2 TRFRET art,ROMK primary,bIAP act,bIAP inhibitor,Redox H2O2 prof,PPARg SRC-3 ag,PPARg SRC2 recr,PPARg SRC-1 ag,L major viab
COn1c2c(c3c4nonc4ccc31)CCCC2,x,-1,1554,x,0.8,19,-2.0,7,1,5,0
Cc1ccc(NC(=O)c2cccs2)cc1S(=O)(=O)Nc1cccc(Cl)c1,-11,2,1750,x,1,3,0.5,3,5,7,51*
COc1ccc(-c2cc(C(=O)c3c(N)n(C)c(=O)n(C)c3=O)c3ccccc3n2)cc1OC,-10,2,1700,0.049,1.1,-6,-2.0,3,9,-4,-2
Cc1cc(C)c(CN2CCCC(CNC(=O)c3ccc(F)cc3)C2)c(-n2cccn2)c1 (stereo not given),-13,-10,1494,-0.26,1.1,-14,-1.4,0,1,18,14
O=C(Nc1nnc(SCC(=O)N2CCCc3ccccc32)s1)c1ccc2ccccc2c1,13,-7,1566,-0.11,0.8,17,-0.2,1,6,2,0
O=C(O)CSc1nnc(-c2ccncc2)n1CCc1ccccc1,x,-1,1658,1.2,0.9,9,0.1,8,6,5,0
CCN(CC)C(=O)CSc1nc2[nH]ncc2c(=O)[nH]1,-14,-3,1416,-0.023,1,1,-0.2,-3,-3,0,-8
c1ccc2c(c1)oc1c(NCC3CCCO3)ncnc12 (stereo not given),x,-6,1628,x,1,4,6.5,-6,6,-7,1
